Screening results from PubChem.
STK33 kinase inh: human STK33 kinase inhibition | Q9BYT3 | purified STK33, MBP phosphorylation, ADP-Glo luminescence | inhibition, % at 10 µM | actives 0.073% (n = 320,000);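 active means inhibition at or above 25%, using the most active replicate where run in duplicate; inactive means inhibition below 25%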
Target sequence (Q9BYT3 whole entry, looked up): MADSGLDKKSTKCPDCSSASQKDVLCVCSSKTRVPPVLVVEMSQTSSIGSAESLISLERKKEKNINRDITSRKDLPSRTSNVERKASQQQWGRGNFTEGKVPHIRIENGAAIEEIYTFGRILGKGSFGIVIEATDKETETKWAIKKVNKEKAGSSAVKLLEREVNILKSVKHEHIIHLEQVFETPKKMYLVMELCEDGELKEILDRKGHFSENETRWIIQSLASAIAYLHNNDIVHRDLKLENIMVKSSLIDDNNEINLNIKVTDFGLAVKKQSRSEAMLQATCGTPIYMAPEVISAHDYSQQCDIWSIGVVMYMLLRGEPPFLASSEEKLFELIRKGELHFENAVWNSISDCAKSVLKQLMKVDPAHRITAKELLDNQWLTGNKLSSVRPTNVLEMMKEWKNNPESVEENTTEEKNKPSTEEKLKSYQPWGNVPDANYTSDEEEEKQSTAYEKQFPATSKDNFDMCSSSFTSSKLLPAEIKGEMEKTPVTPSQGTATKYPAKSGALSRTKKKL
OX1R antag-1: antagonists of human orexin 1 receptor; actives 0.43% (n = 330,000); inhibition, % at 5 µM; CHO/OX1R cells, Fluo-8 calcium fluorescence, orexin A; AID 434989;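 active means inhibition above its plate's threshold, mean inhibition of all tested compounds on the plate plus 3 SD, cut at about 37% in these data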;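 further: 0% = orexin A challenge wells and 100% = SB-334867-A antagonist wells; not every result past the cut was called active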
Target sequence (O43613 whole entry, looked up): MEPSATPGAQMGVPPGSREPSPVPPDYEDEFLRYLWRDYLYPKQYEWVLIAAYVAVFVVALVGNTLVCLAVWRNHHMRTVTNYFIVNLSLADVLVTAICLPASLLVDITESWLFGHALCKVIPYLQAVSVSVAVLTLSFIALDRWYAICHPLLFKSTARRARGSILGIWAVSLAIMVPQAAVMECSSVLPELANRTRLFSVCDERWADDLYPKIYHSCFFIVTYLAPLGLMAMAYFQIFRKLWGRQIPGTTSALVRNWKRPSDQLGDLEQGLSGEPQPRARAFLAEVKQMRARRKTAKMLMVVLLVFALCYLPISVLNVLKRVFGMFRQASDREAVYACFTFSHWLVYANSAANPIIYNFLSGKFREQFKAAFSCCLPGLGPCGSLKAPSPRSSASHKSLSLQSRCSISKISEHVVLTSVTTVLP
OX1R antag-2: antagonists of human orexin 1 receptor (OX1R); AID 485270; inhibition, % at 6.6 µM; O43613; OX1R-expressing cells, FRET antagonist read-out; actives 1.8% (n = 330,000); in the data active means inhibition mostly above about 38%, no sharp cut-off; inactive means mostly below about 40%;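 further: 0% = agonist challenge alone and 100% = reference antagonist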
Active calls of the source: *; · = not tested or not shown.

SMILES	STK33 kinase inh	OX1R antag-1	OX1R antag-2
O=C(CNC(=O)c1ccco1)N=Nc1c(O)[nH]c2ccc(Br)cc12	-0.3	-8	36*
O=C(Nc1scc(-c2ccccc2)c1C(=O)O)c1ccccc1F	-0.1	-1	20
CCOC(=O)C1=NN(C(=O)Nc2cccc(C(F)(F)F)c2)C2C(=O)N(c3cccc(C(F)(F)F)c3)C(=O)C12 (configuration not stated)	-1.1	-11	20
Cc1cc(/C=N/n2cnnc2)c(C)n1-c1ccc2ncccc2c1	0.5	-37	28
O=C(/C=C/c1ccc(O)cc1)c1ccc(O)cc1O	6.3	7	10
CCSc1nnc2n(-c3ccc(OC)cc3)c(=O)c3c4c(sc3n12)CCCC4	0.1	-8	9
Cc1ccc(N(CC(=O)NCc2ccccc2)C(=O)c2csnn2)cc1	0.5	-25	33
Cc1ccc(NC(=O)CCC(=O)c2cccs2)nc1	0.9	-26	9
O=C1/C(=C\Nc2ccc(OC(F)(F)F)cc2)CCN1c1ncccn1	-1.3	-15	12
CCC1(C)Cc2c(sc(NC(=O)CCC(=O)O)c2C#N)CO1 (configuration not stated)	-1.1	-19	15
CCOc1ccc(C(C)=O)cc1CSc1nnc(-c2ccoc2C)n1N	0.8	-4	45
COc1ccc(OCC(=O)OCC(=O)Nc2cc(S(=O)(=O)N3CCOCC3)ccc2Cl)cc1	0.6	-12	-2
CC(C)=CC(=O)N1CCCC(N2CCN(c3ccc(F)cc3)CC2)C1 (configuration not stated)	-1.4	-18	-6
CNC(=O)c1cc(C(=O)c2c(Cl)cccc2Cl)c[nH]1	-0.5	-19	21
CN1CCN(C(=S)Nc2ccc(Oc3ccccc3)cc2)CC1	-0.5	2	6
Cc1ccc(Cn2c(C(C)Nc3nc(-c4ccc(C)cc4)cs3)nc3cc(Cl)c(Cl)cc32)cc1 (configuration not stated)	0.1	-39	5
Cc1cc(=O)[nH]c(SCC(=O)Nc2c(C)n(C)n(-c3ccccc3)c2=O)n1	-2.5	3	5
CCOC(=O)c1ccc(NC(=O)CSc2nc3cccnc3n2C)cc1	0.4	-7	56
N#C/C(=C\c1ccc(Cl)cc1)c1n[nH]c(Cn2cncn2)n1	-0.9	-2	12
CC(OC(=O)C1CCN(c2ccc(C(F)(F)F)cn2)CC1)C(=O)c1ccccc1 (configuration not stated)	-1.0	12	17
CCOC(=O)N1CCc2c(sc3c2C(=O)NC(c2ccccc2)N3)C1 (configuration not stated)	2.8	-20	12
CC(C)CC(=O)Nc1nnc(SCC(=O)Nc2ccc(F)cc2)s1	-1.4	-6	41
Cc1ccc(Nc2nc3ccccc3s2)c(C)c1	1.0	-52	23
O=C(c1ccco1)N1CCN(/C(=N/S(=O)(=O)c2cccs2)c2ccccc2Cl)CC1	-0.9	-18	8
O=C(Nc1ccc(F)cc1F)N1CCCN(CCOc2ccccc2)CC1	-3.5	-23	7
O=c1[nH]c2ccc(S(=O)(=O)NCc3ccccc3)cc2[nH]1	-0.7	-10	21
O=C(COc1ccc2ccc(=O)oc2c1)Nc1ccc(CN2CCOCC2)cc1	-3.9	-13	17
Cc1nc(SCC(=O)N2CCN(c3ccccc3)CC2)c2oc3ccccc3c2n1	-0.4	-16	33
C=CCc1cc(C)ccc1OCCCn1ccnc1	-0.4	-11	8
COc1ccc2c(-c3cnc(N4CCOCC4)nc3)c(-c3ccc(S(C)(=O)=O)cc3)sc2c1	-0.2	1	4
CC(=O)c1cccc(Nc2nc3ccccc3n3cnnc23)c1	0.6	-1	26
COc1nnc(-c2ccc(N3CCOCC3)c(NC(=O)c3ccccc3)c2)c2ccccc12	0.6	-22	8
CN(C(=O)COC(=O)CSc1ccc(C(N)=O)cc1[N+](=O)[O-])C1CCS(=O)(=O)C1 (configuration not stated)	-1.7	7	77*
Cc1nccn1C[C@@H]1CCc2c(c3ccccc3n2C)C1=O	-1.3	-5	16
COc1ccccc1C(=O)Nc1nc2nc(-c3ccccc3)cc(=O)n2[nH]1	0.2	-11	17
S=c1[nH]nc(-c2ccc(Cl)cc2)n1/N=C/c1cccs1	-0.2	-6	21
CCOc1c2ccccc2nn1CCOC	-1.5	-1	10
CCOc1ccc(C2CC(c3ccccc3C)n3ncnc3N2)cc1 (configuration not stated)	4.8	-18	26
CCN(C(=O)COC(=O)c1cc(-c2cccc3ccccc23)nc2ccccc12)C1CCS(=O)(=O)C1 (configuration not stated)	-0.3	-17	26
Cc1nnc(NC(=O)c2ccccc2NC(=O)c2ccccc2)s1	-0.3	-19	6

4 consecutive records from above, for reference:
SMILES	STK33 kinase inh	OX1R antag-1	OX1R antag-2
CCOc1c2ccccc2nn1CCOC	-1.5	-1	10
CCOc1ccc(C2CC(c3ccccc3C)n3ncnc3N2)cc1 (configuration not stated)	4.8	-18	26
CCN(C(=O)COC(=O)c1cc(-c2cccc3ccccc23)nc2ccccc12)C1CCS(=O)(=O)C1 (configuration not stated)	-0.3	-17	26
Cc1nnc(NC(=O)c2ccccc2NC(=O)c2ccccc2)s1	-0.3	-19	6

New compounds follow
SMILES	STK33 kinase inh	OX1R antag-1	OX1R antag-2
N#CCc1ccc(OC(=O)c2cnccc2C(F)(F)F)cc1	-0.1	-2	-7
CC(C)(C)OC(=O)C[C@H]1C/C=C\C[C@H](CC(=O)N[C@H](CO)Cc2ccccc2)C(=O)N[C@H](Cc2ccccc2)COC1=O	-0.1	-46	9
Cc1cc(C)nc(Nc2ncc(O)n2-c2ccc(Br)cc2)n1	-0.5	-10	4
CCC(=O)Nc1ccc(C(=O)Nc2cccnc2)cc1	0.2	-2	2
COC(=O)c1cc(=O)cc(C(=O)OC)o1	-1.6	2	21
CCC(=O)Nc1c(C(=O)Nc2cccc(OC)c2)oc2ccccc12	0.2	-41	35
COc1cccc(OC)c1OCCNC(C)(C)C	-1.4	-16	26
COc1cc(C(C)=O)ccc1OCCN1CCC(Cc2ccccc2)CC1	-1.1	-24	3
COc1ccc(NC(=O)CN(C)CC(=O)Nc2ccc(N3CCOCC3)cc2)c([N+](=O)[O-])c1	·	-4	54
O=C(CSc1nnc(SCc2ccccc2)s1)N/N=C/C=C/c1ccco1	2.8	-20	6

Continued, overlapping the part above by 4 compounds.
SMILES	STK33 kinase inh	OX1R antag-1	OX1R antag-2
COc1cccc(OC)c1OCCNC(C)(C)C	-1.4	-16	26
COc1cc(C(C)=O)ccc1OCCN1CCC(Cc2ccccc2)CC1	-1.1	-24	3
COc1ccc(NC(=O)CN(C)CC(=O)Nc2ccc(N3CCOCC3)cc2)c([N+](=O)[O-])c1	·	-4	54
O=C(CSc1nnc(SCc2ccccc2)s1)N/N=C/C=C/c1ccco1	2.8	-20	6
COc1ccc(C(=O)N2CCOC2CNC(=O)C(=O)NCCc2ccc(OC)c(OC)c2)cc1 (configuration not stated)	-1.1	-13	5
Cc1ccc(C(=O)C(C)OC(=O)Cc2c[nH]c3ccccc23)cc1 (configuration not stated)	-1.0	-2	12
CC(OC(=O)CN1C(=O)NC2(CCCCC2C)C1=O)c1ccccc1 (configuration not stated)	-0.4	-25	-2
Cc1ccc2nc(-c3cccnc3)c(Nc3ccccc3C)n2c1	1.6	-40	14
CS(=O)(=O)c1ccc(NC(=O)CCN2C(=O)NC3(CCCC3)C2=O)cc1	0.5	-9	-4
CCn1c(SCC(=O)N2CCCc3ccccc32)nc2c1c(=O)n(C)c(=O)n2C	-2.3	-15	2
O=C(Cc1cccs1)NC1CCCC1	-1.8	-12	6
N/C(=N\OC(=O)c1cccc([N+](=O)[O-])c1)c1ccccn1	0.2	-9	97*
NC(=O)C1CCN(c2ccc(C(F)(F)F)cn2)CC1	0.6	-14	21
COCCn1c(N)c(N(Cc2ccccc2)C(=O)C2CCCCC2)c(=O)[nH]c1=O	0.4	-15	23
COc1ccc(N(C)C(=O)c2cc3c(s2)-c2ccccc2S(=O)(=O)C3)cc1	-0.6	-41	20
O=C(CCC1CCCC1)N1CCN(C(=O)c2cccnc2)CC1	-0.1	-17	1
O=C1CCC(=O)N1CCCCCc1nc(-c2ccccc2)no1	1.2	-29	22
O=C(CNC(=O)Cc1cccc2ccccc12)NCc1ccc(F)cc1	-1.1	-8	15
Nc1cc(N)nc(SCCc2ccccc2)n1	-0.9	-2	5
CNC(=O)c1[nH]cnc1C(=O)Nc1ccccc1	-4.1	-16	6
O=C(/C=C/c1c(F)cccc1Cl)NCCCN1CCOCC1	0.1	-15	-5
CCCCN(C(=O)c1ccc(C)cc1)c1c(N)n(CCC)c(=O)[nH]c1=O	-0.9	-2	4
COc1ccc(CCNC(=O)C2CCC(C(C)(C)C)CC2)cc1OC (configuration not stated)	0.9	-17	27
O=C(O)/C=C/C(=O)Nc1ccc(OC(F)(F)F)cc1Br	-1.4	-15	8
O=C(NNc1c(F)c(F)cc(F)c1F)C1CCN(S(=O)(=O)c2ccccc2F)CC1	-1.4	-1	0
COc1cccc(C(=O)c2c[nH]c(C(=O)NCc3cccnc3)c2)c1	-1.0	-18	8
CCN(CC1COc2ccccc2O1)C(=S)NCCCN(C)C (configuration not stated)	0.0	-14	3
COC(=O)CN(c1ccccc1F)S(=O)(=O)c1ccccc1	0.9	-20	23
CCSc1nnc(NC(=O)c2cc(C)nc3ccccc23)s1	-0.5	-28	10
CCc1cc(SC#N)cc(CC)c1NC(=O)CCl	-1.3	6	5
COc1cc(NC(=O)COC(=O)Cc2ccc(-c3ccccc3)cc2)cc(OC)c1	-0.1	-1	23
CC(Sc1nnc(-c2ccccc2Br)o1)C(=O)N1CCOCC1 (configuration not stated)	-1.7	0	16
O=C(COc1ccc(Cl)cc1)NCCCNC(=O)c1ccncc1	-0.7	-4	1
Cc1ccc(-c2ccc(=O)n(Cc3ccc(F)cc3)n2)cc1	-0.5	-13	1
CCOC(=O)c1c(C)n(C)c2ccc(OCC(O)CN3CCCCCC3)cc12 (configuration not stated)	-0.9	-13	15
CC(=O)Nc1ccc(CN2CCC(Oc3ccc(C(=O)N4CCCC4)cc3)CC2)cc1	3.3	-10	10
CCn1c(SCC(=O)N2CCCC(C)C2)nnc1-c1ccc(S(=O)(=O)N2CCN(C)CC2)cc1 (configuration not stated)	-1.1	-28	10
COc1ccc(NC(=O)Cn2nnc(C(=O)NCCc3ccc(OC)c(OC)c3)c2N)c(OC)c1	0.4	-14	20
Cc1ccc(-c2noc(CCC(=O)NCC3CCN(Cc4cccc(C)c4)CC3)n2)cc1	-3.5	-8	14
CC1CCCC(NC(=O)COC(=O)COc2ccc(Br)cc2)C1C (configuration not stated)	-1.2	-8	-5
NCCCC[C@@H]1NC(=O)[C@H](CCC(=O)O)NC(=O)c2cc([N+](=O)[O-])cc(I)c2SC[C@@H](C(=O)NCC(N)=O)NC1=O	-1.8	-3	42
COC(=O)C1=C(C)Nc2c(c(=O)n(C)c(=O)n2C)C1c1cccnc1 (configuration not stated)	-0.6	-9	5
CN(CC(=O)Nc1ccc(OC(F)(F)F)cc1)C(=O)Cc1ccc2c(c1)CCC2	-0.3	-13	-3
CC1C(Br)C(=O)NC(=O)N1Cc1ccccc1 (configuration not stated)	-1.0	1	22

Profiles from above.
CC(=O)Nc1ccc(CN2CCC(Oc3ccc(C(=O)N4CCCC4)cc3)CC2)cc1 is listed with STK33 kinase inh = 3.3; OX1R antag-1 = -10; OX1R antag-2 = 10
CN(CC(=O)Nc1ccc(OC(F)(F)F)cc1)C(=O)Cc1ccc2c(c1)CCC2 is listed with STK33 kinase inh = -0.3; OX1R antag-1 = -13; OX1R antag-2 = -3

Additional entries follow.
SMILES	STK33 kinase inh	OX1R antag-1	OX1R antag-2
CN(C)C(=S)Nc1cccc(C(F)(F)F)c1	-1.1	-7	35
Cc1nc2cc(Cl)ccc2n1CCO	0.9	-7	-3
CN(C)C(CNC(=O)Nc1cccc(Cl)c1)c1cccnc1 (configuration not stated)	-0.7	-16	5
COc1ccc(-c2noc(C3CCCN(C(=O)c4cccc(C)c4)C3)n2)cc1 (configuration not stated)	-1.7	-43	26
O=c1c2ccccc2ncn1-c1ccccc1C(F)(F)F	-0.8	-20	15
Fc1ccc2c(c1)C(c1cccnc1)=NNC(c1cccs1)=N2	-0.2	-20	11
Cc1c(C(=O)O)sc2nc(C)n(C)c(=O)c12	-0.8	6	4
Cn1c(CNC(=O)CNC(=O)Cc2ccccc2)cc(=O)n(C)c1=O	0.9	-6	11
CCOC(=O)C1(C(F)(F)F)N=C(C(F)(F)F)Nc2cc(C)c(C)cc21 (configuration not stated)	-1.3	-1	4
O=C(Nc1ncc(Cc2ccccc2Cl)s1)c1ccc(-c2cccc([N+](=O)[O-])c2)o1	-1.4	-36	8
O=C(CN1CCCCC1)N1CCN(c2ccccc2)CC1	-1.3	-7	6
CN(C)c1ccnc2sc(C(N)=O)c(N)c12	1.7	-23	57
CCN(CC(=O)Nc1ccccc1C(F)(F)F)C(=O)c1oc2ccc(OC)cc2c1C	0.5	-21	10
CCOC(=O)N/N=C/c1cc(OC)c(O)c(OC)c1	-1.9	-9	5
CCN(CC)S(=O)(=O)c1cccc(NC(=O)COC(=O)/C=C/c2ccco2)c1	-1.5	-15	8
CC(=O)Oc1ccc(/C=C2/CCc3ccccc3C2=O)cc1	21	-8	8
COCCCn1c(SCC(=O)Nc2ccc(NC(=O)c3ccco3)c(OC)c2)nc2ccccc2c1=O	-1.5	-25	11
CC(C)CCn1c(=O)c2sccc2n2c(CCCC(=O)N3CCN(c4ccccn4)CC3)nnc12	-1.9	-35	12
Cc1cc(C(=O)N(C)CC(=O)Nc2cccc(F)c2)no1	-0.7	-10	0
Cn1c2ccc(F)cc2c2nnc(SCC(=O)Nc3cccc(O)c3)nc21	-0.6	-24	31
O=C(CN1CCCc2ccccc21)NC(=O)NCc1ccccc1	-1.3	-16	6
CCOc1ccccc1-c1nc2c(C(C)(C)C)nn(C)c2c(=O)[nH]1	0.4	-1	26
CSc1ccccc1OCc1cc(C(=O)NC(C)c2cnn(C)c2)no1 (configuration not stated)	-2.4	-13	25
